# 15-hLO-2 inh – blocks human 15-lipoxygenase 2 activity | purified 15hLO-2, xylenol orange hydroperoxide absorbance | Potency, µM (series often up to 57.1 µM), for inactives: at the highest dose activity change, negative = inhibition, most hits filed as inhibitors | O15296 | AID 881 | 0.56% of 110,000 active; also: potency is read from the fitted curve at half-maximal effect; nearly all actives have a fitted effect of over 60% in size; many of its hits are not listed in these tables
# Target sequence (O15296 whole entry, looked up): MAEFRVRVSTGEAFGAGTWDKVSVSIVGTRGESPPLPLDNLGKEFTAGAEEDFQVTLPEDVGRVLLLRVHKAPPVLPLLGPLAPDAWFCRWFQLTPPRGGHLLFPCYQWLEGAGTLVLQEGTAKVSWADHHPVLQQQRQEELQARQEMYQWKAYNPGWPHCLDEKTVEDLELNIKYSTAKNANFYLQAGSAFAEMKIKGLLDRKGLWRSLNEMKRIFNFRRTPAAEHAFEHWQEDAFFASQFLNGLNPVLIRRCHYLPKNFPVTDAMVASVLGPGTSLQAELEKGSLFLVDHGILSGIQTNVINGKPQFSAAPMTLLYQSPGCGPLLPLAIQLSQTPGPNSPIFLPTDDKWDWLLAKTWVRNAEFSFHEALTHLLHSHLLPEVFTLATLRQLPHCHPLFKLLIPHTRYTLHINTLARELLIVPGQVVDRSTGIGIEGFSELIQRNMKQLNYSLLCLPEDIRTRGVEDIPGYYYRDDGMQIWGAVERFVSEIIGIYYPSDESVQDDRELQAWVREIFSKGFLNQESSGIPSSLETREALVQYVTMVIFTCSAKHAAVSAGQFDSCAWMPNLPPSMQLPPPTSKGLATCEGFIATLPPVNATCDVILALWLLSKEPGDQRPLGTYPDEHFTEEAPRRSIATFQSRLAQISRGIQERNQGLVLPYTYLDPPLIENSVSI
#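 Read-out: hydroperoxide product oxidises ferrous iron, measured as xylenol orange complex via the 573-to-405 nm absorbance ratio after 30 min. Reaction: 50 nM enzyme, 15 min compound preincubation, 45 uM arachidonic acid, 90 min RT, Hepes pH 7.5 with Triton X-100.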
# IMPase cell inh – membrane-permeable compound that blocks inositol monophosphatase | P97697 | CHO-M1 cells, IP1 accumulation, HTRF TR-FRET ratio | inhibition (IP1 accumulation), % at 46.1 µM | 120,000 tested, under 10 active; active = well fitted curve in the direction sought with a large enough effect in the signal ratio, not every such curve was filed as active; inconclusive = small, poorly fitted or top-dose-only effect, or a change in a side signal; inactive = no such curve, though single readings can be large or run the other way; the % refers to the signal ratio;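 also: cells stimulated with carbachol in lithium chloride buffer; plate controls were DMSO basal wells for no effect and reference inhibitor wells for full effect; higher means more IMPase inhibition seen as more IP1 and lower FRET ratio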
# Target sequence (P97697 whole entry, looked up): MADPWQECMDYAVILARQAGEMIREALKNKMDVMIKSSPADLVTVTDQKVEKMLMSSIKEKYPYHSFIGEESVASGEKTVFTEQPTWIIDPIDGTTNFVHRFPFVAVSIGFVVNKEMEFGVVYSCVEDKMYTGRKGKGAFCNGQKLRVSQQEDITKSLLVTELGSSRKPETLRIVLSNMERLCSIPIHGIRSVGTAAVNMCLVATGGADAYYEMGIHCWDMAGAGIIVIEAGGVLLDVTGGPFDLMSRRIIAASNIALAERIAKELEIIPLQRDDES
#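 In this qHTS, compounds (final up to 46 uM) act on CHO-M1 cells that are then activated through the M1 receptor with carbachol, in pH 7.4 buffer containing 50 mM LiCl, for 30 min. IP1 accumulation is quantified by the IP-One immunoassay.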
# 12-hLO inh – inhibitors of human 12-lipoxygenase (ALOX12); P18054; purified 12-hLO, xylenol orange hydroperoxide absorbance; Potency, µM (doses to about 57.1 µM), without a hit: at the highest dose activity change, negative = inhibition, actives largely listed as inhibitors; 0.12% of 150,000 active; also: potency is read from the fitted curve at half-maximal effect; nearly all actives have a fitted effect of over 55% in size; many of its hits are not listed in these tables
#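 Hydroperoxide formation by human 12-lipoxygenase from 40 uM arachidonic acid was followed colorimetrically via ferric-xylenol orange complex, using the 573/405 nm absorbance ratio. Enzyme concentration was 150 nM, with 30 min reaction at room temperature.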
# PNC inhibitor – inhibitors of perinucleolar compartment assembly; PC3M PTB-GFP, PNC prevalence imaging, 16 h; stronger effect = lower value; activity change (PNC), negative = inhibition, % at 10 µM; 3.1% of 140,000 active;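 active = readout at or below -70, meaning at least 70% loss of cells showing the perinucleolar compartment, a nuclear body marking cancer cells; inconclusive = readout between -30 and a set limit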;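 also: plate controls were DMSO wells for no effect and camptothecin positive control wells for full effect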
#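 PC3M cells stably expressing PTB-GFP, 750–1000 cells/well, treated 16 h at 37 °C with compound (23 nl of library stock), in duplicate. After paraformaldehyde fixation and Hoechst stain, imaged at 20x; PNC prevalence scored by image analysis.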
# An asterisk follows results filed as active; u = inconclusive; x = no result given; & = joins results of further samples; [ ] = another dose, or the depositor's remark. Unless noted, calls follow the shape of the dose curve; as a rule, active = well fitted curve in the direction sought with a large enough effect; inconclusive = small, poorly fitted or top-dose-only effect, or another doubt; inactive = no such curve, though single readings can be large; an effect the other way counts as inactive or inconclusive. Unless noted, % is scaled to controls: 0 for no effect and ±100 for the full control effect.
SMILES,15-hLO-2 inh,IMPase cell inh,12-hLO inh,PNC inhibitor
CC(C)(C)OC(=O)CN1C(=O)C(Sc2n[nH]c(-c3ccccc3)n2)CCc2ccccc21 (stereo unspecified),-1%,6,-4%,6
COCCn1nnnc1C(c1ccccc1Cl)N1CCN(c2ccccc2OC)CC1 (stereo unspecified),10%,1,0%,24
COc1ccc(-c2nc(N=Nc3ccc(O)cc3)n[nH]2)cc1,x,x,-5%,-3
CC1=C(C(=O)Nc2ccccn2)C(c2ccc(F)cc2)n2ncnc2N1 (stereo unspecified),6%,-6,4%,8
O=C(CSc1nnc(-c2ccccn2)n1Cc1ccccc1)N1CCCC1,3%,-6,9%,10
CN(CC(=O)Nc1ccc(Cl)c(Cl)c1)C(=O)C12CC3CC(CC(C3)C1)C2,x,x,2%,24
CCc1cccc(NC(=O)CS(=O)Cc2nc(-c3ccc(C)cc3)oc2C)c1 (stereo unspecified),-3%,-2,-8%,18
COC(C(=O)Nc1ccc(S(=O)(=O)N2CCCCC2)cc1)c1ccccc1 (stereo unspecified),-4%,2,-6%,u
CNC(=O)CSc1nnc(-c2ccc(S(=O)(=O)N3CCCC3)cc2)n1-c1cccc(C)c1C,0%,6,3%,-21
O=C(Nc1cccnc1)c1cc(-c2ccc3c(c2)OCO3)on1,-13%,u,-4%,3
O=C(O)C1C2CCC(C2)C1C(=O)NCCCn1ccnc1 (stereo unspecified),6%,-2,-5%,-13
COc1ccc(OC)c(-c2c(=O)n(OCc3ccccc3Br)c3ccccc3[n+]2[O-])c1,x,x,-6%,-113*
O=C1Cc2ccccc2Sc2ccccc21,-4%,-4,-8%,12
CC(C)c1nc2oc3c(N4CCN(C)CC4)ncnc3c2c2c1CCC2,32%[activator],-1,2%,3
CCn1c(NC2CCCCC2)nc2ccccc21,14%,2,-6%,u
c1ccc(-c2noc(-c3ccccc3-c3ccccc3)n2)cc1,3%,1,4%,-5
COc1cccc(-n2nnc3c(=O)n(Cc4cccc(F)c4)cnc32)c1,-3%,-4,-17%,-3
COC(=O)c1sc(S(=O)(=O)N2CCC(C(=O)O)CC2)c(C(=O)OC)c1C,-5%,-6,3%,-4
Nn1c(Cc2cccc3ccccc23)nnc1SC1CCOC1=O (stereo unspecified),-1%,-11,-3%,u
O=c1c(-c2cccc(Cl)c2)nc2cncnc2n1Cc1ccc(F)cc1,1%,x,0%,x
COc1ccc(CNC(=O)CN2C(=O)C(C)N(c3ccc(C)cc3)C2=O)cc1 (stereo unspecified),-6%,3,-3%,u
COC(=O)c1[nH]c2ccc(C)cc2c1NC(=O)CN1CCN(C(=O)c2ccccc2)CC1,6%[2.29 µM],3,1%,11
CC1(C)CC(C(=O)NCCC(c2ccccc2)c2ccco2)CCO1 (stereo unspecified),x,-4,-4%,1
c1ccc(Cc2nnc3sc(C4COc5ccccc5O4)nn23)cc1 (stereo unspecified),x,2,-5%,u
O=C(Nc1ccc(C(=O)N2CCCC2)cc1)Nc1ccc(Cl)cc1Cl,x,0,1%,u
CCOC(=O)C1=NN(C(=O)c2ccccc2)C(O)(c2ccc(C)cc2)C1 (stereo unspecified),x,x,-6%,-95*
COc1ccc(C(CC(=O)NCCCN2CCOCC2)NS(=O)(=O)c2ccc(C)cc2)cc1 (stereo unspecified),17%,1,1%,-2
Cc1c(C(=O)Nc2ccccc2[N+](=O)[O-])csc1-c1ccccc1,x,-9,0%,-19
Cc1cccc(OCCCC(=O)Nc2ccc(N(C)C)cc2)c1,x,x,1%,-10
Cc1ccccc1N1CCN(S(=O)(=O)c2ccccc2)CC1,x,3&-6,-2%,15
CCn1nc(CC(=O)Nc2ccc(-n3cnnn3)c(OC)c2)c2ccccc2c1=O,-3%,2,-8%,-23
O=C(CSC1=NCCN1)C1COc2ccccc2O1 (stereo unspecified),-3%,5,-19%,-3
O=C(CN1CCOCC1)Nc1cccc(Br)c1,-10%,7,-3%,9
O=c1c2[nH]c3cccc(Cl)c3c2ncn1CCN1CCCCC1,x,u,-1%,-12
O=C(CCCn1c(=O)[nH]c2cc(Cl)ccc2c1=O)NCCC1=CCCCC1,1%,1,1%,15
CCOc1ccc(C(=O)SC2=NCCS2)cc1,-16%,9,-5%,2
Cn1nnc2cc(C(=O)NC3CC3)ccc21,-1%,6,-4%,7
CC(C)(C)c1nc(NCCN2CCOCC2)c2nnn(Cc3ccccc3Cl)c2n1,5%,1,-2%,-16
CN1C(=O)/C(=C2/C=Cc3ccccc3N2CCCS(=O)(=O)O)SC1=S,-3%,20,5%,25
Cc1cccc(CCNS(=O)(=O)c2ccc3c(c2)oc(=O)n3C)c1,10%,-1,4%,20
Cc1cc2c(ccc3c2no[n+]3[O-])nn1,-6%,-1,-6%,-17
CN(C)c1ccc(NC(=O)c2cn(-c3ccccc3)nc2-c2cccs2)cc1,-13%,5,-11%,u
O=C(OCC#CCSc1nnc(-c2ccccc2)o1)c1ccco1,-5%,4,3%,u
CC1Cc2ccccc2N1C(=O)COC(=O)c1c2c(nc3ccccc13)CCCCC2 (stereo unspecified),x,x,-3%,u
Cc1ccc(N2C(=O)C3C(c4ccccc4)(C2=O)C3(c2ccccc2)c2ccccc2)cc1 (stereo unspecified),-2%,3,0%,30
C=C(C)CN1CCN(S(=O)(=O)c2ccc(C)c(N(C)S(=O)(=O)c3ccc(C)cc3)c2C)CC1,x,x,-1%,-27
O=C(NCc1nc2ccccc2[nH]1)c1ccco1,-1%,-7,3%,-98*
CCC1C(=O)C[C@H]2CCN3C(=O)CCCC1C23 (stereo partly specified),12%[0.0915 µM],x,0%[0.00818 µM],x
Cc1nn(-c2ccccc2)c(C)c1/C=N\NS(=O)(=O)c1ccc(Cl)cc1,-3%,1,-17%,23
O=[n+]1c2c(n([O-])c3c1CCCC3)CCCCC2,2%,4,0%,u
CN(C)CCCN(C(=O)c1cccs1)c1nc(-c2ccccc2)cs1,27%,13,8%,-17
CCCn1c(SCC(=O)NCCc2ccc(OC)c(OC)c2)nc2c1c(=O)n(C)c(=O)n2C,-6%,17,4%,26
O=C(c1nn2cccnc2c1Cl)N1CCN(c2ccccc2)CC1,x,0,0%,283
Cn1cc(SCC(N)=O)c2ccccc21,-3%,u,0%,-9
Cc1ccnc(SCC(=O)c2ccc(Br)cc2)c1C#N,x,x,-8%,41
O=C(Cc1cccs1)Nc1nncs1,-9%,3,-2%,-4
CCOC(=O)c1ccc(NCc2nc3ccccc3n2C)cc1,36%[activator],u,-4%,22
CCN1C(c2ccc(F)cc2)=CS/C1=C(\C#N)c1nnc2n1-c1ccccc1SC2,-12%,14,-15%,17
Cc1cccc(-n2c(O)c(/C=N/NC(=O)c3ccccc3Cl)c3ccccc3c2=O)n1,x,11,2%,u
CCCC(=O)NC(NC(=S)Nc1c(C)n(C)n(-c2ccccc2)c1=O)C(Cl)(Cl)Cl (stereo unspecified),-1%,2,4%,20

# Filtered by structure, those above containing a tert-butyl group.
SMILES,15-hLO-2 inh,IMPase cell inh,12-hLO inh,PNC inhibitor
CC(C)(C)OC(=O)CN1C(=O)C(Sc2n[nH]c(-c3ccccc3)n2)CCc2ccccc21 (stereo unspecified),-1%,6,-4%,6
CC(C)(C)c1nc(NCCN2CCOCC2)c2nnn(Cc3ccccc3Cl)c2n1,5%,1,-2%,-16

# (listing goes on)
SMILES,15-hLO-2 inh,IMPase cell inh,12-hLO inh,PNC inhibitor
COC(=O)C/C=C/[C@@H](C)[C@@H](/C=N/O[C@H](C)c1cn([C@@H]2COC[C@H]2O)nn1)NS(=O)(=O)c1ccc(C)cc1,x,x,-2%,107
Cn1c(=O)n(C)c2cc(NC(=O)CCl)ccc21,1%,0,-8%,u
Cn1c(-c2sccc2OCc2ccccc2)n[nH]c1=S,-16%,-2,-25%,13
COc1cccc(C(c2nnnn2Cc2ccccc2)N2CCN(C3CCCC3)CC2)c1OC (stereo unspecified),8%,7,-1%,0
CCN(CC)S(=O)(=O)c1cccc(-c2cn3cc(C)ccc3n2)c1,6%,1,-7%,20
CCc1cc2cc(C)ccc2nc1SCC(=O)Nc1cc(C)on1,x,-21,2%,u
CCn1c(SC(C)C(=O)O)nc2sc3c(c2c1=O)CCC3 (stereo unspecified),-11%,13,0%,58
Cc1ccc(-n2nnnc2SCC(=O)Nc2nc(-c3ccc(F)cc3)cs2)cc1C,-13%,-2,0%,u
O=C(Nc1ccc(N2CCOCC2)cc1)C1CCCCC1,-2%,u,-3%,-26
COc1ccc(NC(=O)c2cccc(N3C(=O)NC4CC3(C)Oc3ccccc34)c2)cc1 (stereo unspecified),-5%,-4,0%,u
CCOc1cc(/C=C/c2ccc3cccc([N+](=O)[O-])c3n2)ccc1O,x,x,-3%,-28
O=C(C1CCN(S(=O)(=O)N2CCC3(CC2)OCCO3)CC1)N1CCC(Cc2ccccc2)CC1,2%,-2,0%,6
Clc1ccccc1C1=Nn2c(nnc2-c2ccncc2)SC1,-4%,0,-7%,-7
CCC(C)[C@H](NC(=O)OC(C)(C)C)C(=O)N/N=C/C1=Cc2ccccc2OC1 (stereo partly specified),-8%,11,7%,-20
N/C(=N\OC(=O)Cc1ccccc1)c1ccc([N+](=O)[O-])cc1,x,x,2%,u
Cc1cc(Cl)cc(Cl)c1OCCOCCN(C)C,x,x,0%,-14
COc1ccc(NC(=O)NCc2ccncc2)c(OC)c1,-6%,-1,6%,48
CC(C)N1CCC(=NNc2ccc(S(=O)(=O)N3CCOCC3)cc2[N+](=O)[O-])CC1,x,x,1%,-4
Nc1ccc(S(N)(=O)=O)cc1,-19%,-7[20.6 µM],1%,x
CCOC(=O)c1ccc(-c2ccc(/C=N/NC(=O)CN(c3cccc(C)c3)S(C)(=O)=O)o2)cc1,x,x,0%,-3
CC(C)(C)OC(=O)NNC1CC(=O)N(c2ccccc2F)C1=O (stereo unspecified),-7%,0,-2%,-9
Oc1cccnc1CN1CCCCC1,-2%[11.4 µM],x,-6%[11.4 µM],x
O=C(Cn1c(=O)oc2cc(S(=O)(=O)N3CCCC3)ccc21)N1CCCC1,7%,-3,1%,9
COCCNC(=O)Cn1c(=O)n(C)c2ccccc21,-8%,3,-4%,-17
CCCCCCCCOC(=O)c1nc(Cl)c(Cl)c(N)c1Cl,x,x,-5%,64
O=C(NC(Cc1ccccc1)c1ccc2c(c1)OCCCO2)c1ccc(F)cc1 (stereo unspecified),-10%,-1,-3%,-17
Cc1ccc(C2=C(CC(=O)O)C(=O)CC2)cc1,x,x,-4%,5
Cc1cccc2c(=O)cc(C)n(CC(=O)N3CCOCC3)c12,2%,0[9.22 µM],0%,-5
CNC(=S)N/N=C/c1cccc(OCc2ccccc2F)c1,x,x,-29%,u
CCn1c(=O)n(CC)c2cc(S(=O)(=O)Nc3c(C)cccc3C)ccc21,-1%,2,3%,42
C1CCN(CC[C@@H]2CCCCN2)CC1,0%[11.4 µM],x,2%[11.4 µM],x
CN(C)S(=O)(=O)c1ccc(Cl)c(C(=O)NCc2ccco2)c1,8%,-4,-1%,13
CCCn1c(SCC(=O)c2cc(OC)ccc2OC)nnc1C(C)C,-7%,-8,-1%,u
CCOc1ccc(-c2cc(C(=O)O)c3ccccc3n2)cc1,-12%,-18,0%,25
C/C(O)=C(\C#N)c1nnc2n1CCCCC2,-10%,-2,-2%,30
Cc1c(C(N)=O)sc(N)c1C(=O)OC(C)C,-10%,-4,-3%,u
CCC(CO)Nc1nc(CN2CCCCC2)nc2scc(-c3ccccc3)c12 (stereo unspecified),x,20,4%,117

# Given as tab-separated lines: part of the list above
SMILES	15-hLO-2 inh	IMPase cell inh	12-hLO inh	PNC inhibitor
O=C(NC(Cc1ccccc1)c1ccc2c(c1)OCCCO2)c1ccc(F)cc1 (stereo unspecified)	-10%	-1	-3%	-17
Oc1cccnc1CN1CCCCC1	-2%[11.4 µM]	x	-6%[11.4 µM]	x
O=C(Cn1c(=O)oc2cc(S(=O)(=O)N3CCCC3)ccc21)N1CCCC1	7%	-3	1%	9
Cc1cccc2c(=O)cc(C)n(CC(=O)N3CCOCC3)c12	2%	0[9.22 µM]	0%	-5

# A portion of the library; count on the stated rates, not on these rows.
